Bioassay records: PubChem, National Center for Advancing Translational Sciences (NCATS)
JMJD2E inh: qHTS Assay for Inhibitors of Human Jumonji Domain Containing 2E (JMJD2E) | Lysine-specific demethylase 4E (Homo sapiens), B2RXH2 | JMJD2E catalytic domain, FDH-coupled NADH fluorescence (FDH is formaldehyde dehydrogenase) | Potency, µM (series often up to 57.1 µM), without a hit: at the highest dose activity change, negative = inhibition, actives largely listed as inhibitors | 230,000 compounds, 1.6% hits; active means well fitted inhibition curve with a large enough effect, not every such curve was filed as active; inconclusive means small, poorly fitted or top-dose-only effect, or another doubt; inactive means no such curve, though single readings can be large or run the other way;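 further: 0% = wells with enzyme and -100% = buffer wells without enzyme; nearly all actives have a fitted effect of over 50% in size; many of its hits are not listed in these tables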
TR SRC2 fluor cs: Total Fluorescence Counterscreen for Inhibitors of the Interaction of Thyroid Hormone Receptor and Steroid Receptor Coregulator 2; TRb/SRC2 Texas Red total fluorescence interference; Potency, µM (series often up to 106 µM), inactives show at the highest dose fluorescence change, negative = quenching; 280,000 compounds, 0.29% hits; AID 1479, 2009; active means well fitted curve in either direction with a large enough effect; inconclusive means small, poorly fitted or top-dose-only effect
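Human TRb ligand-binding domain at 0.6 uM with 20 nM Texas Red SRC2 peptide in Tris buffer containing 1 uM T3 and 5% DMSO, incubated with compound 5 h at ambient temperature. Total fluorescence (555/632 nm) calculated as parallel + 2 × perpendicular.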
Tau ThT inhib: qHTS for Inhibitors of Tau Fibril Formation, Thioflavin T Binding; Microtubule-associated protein tau (Homo sapiens), P10636; recombinant tau K18 P301L (four-repeat tau fragment), heparin-induced fibrillization, ThT fluorescence; Potency, µM (top dose mostly 57.4 µM), for the others: top-dose activity, negative = inhibition, actives largely listed as inhibitors; 270,000 compounds, 2.1% hits; further: nearly all actives have a fitted effect of over 55% in size
Target sequence (P10636 561-689 P618L limits assumed): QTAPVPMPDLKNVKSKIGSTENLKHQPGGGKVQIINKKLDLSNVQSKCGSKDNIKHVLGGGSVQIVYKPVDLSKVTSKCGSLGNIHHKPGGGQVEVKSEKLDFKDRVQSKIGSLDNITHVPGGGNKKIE
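Recombinant human tau K18 fragment […] carrying P301L, 15 uM unlabeled plus 0.24 uM Alexa 594-labeled, was fibrillized with 20 uM heparin in 100 mM sodium acetate pH 7 for 6 hr at 37 C; 30 uM ThT fluorescence read after 1 hr.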
RECQ1 helicase: qHTS Assay for Inhibitors of RecQ-Like Dna Helicase 1 (RECQ1); ATP-dependent DNA helicase Q1 (Homo sapiens), P46063; RECQ1 DNA unwinding, red fluorescence kinetic read; Potency, µM (series often up to 57.3 µM), for the others: at the top dose activity, negative = inhibition, actives largely listed as inhibitors; 240,000 compounds, 0.54% hits; AID 2549, 2010;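 further: plate controls were vehicle for no effect and no enzyme for full effect; nearly all actives have a fitted effect of over 30% in size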
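50 nM RECQ1T1 preincubated 15 min with compound in Tris pH 8.0 buffer with MgCl2, DTT, Tween-20 and 2.5 ug/ml poly(dI-dC); started with 200 nM TAMRA/BHQ-2 forked duplex and 2 mM ATP. Unwinding read as fluorescence (525/598 nm), two reads 2 h apart.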
L3MBTL1 inh: qHTS Assay for the Inhibitors of L3MBTL1. AlphaScreen L3MBTL1–H3K9me1 peptide binding. Potency, µM (series often up to 57.1 µM), for the others: at the top dose activity, negative = inhibition, usual class: inhibitors. 230,000 compounds, 0.66% hits. AID 485360, 2010; further: nearly all actives have a fitted effect of over 60% in size
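AlphaScreen proximity signal between nickel-chelate acceptor and streptavidin donor beads (final 10 ug/mL) reports binding of 50 nM L3MBTL1 to 75 nM biotin-H3 K9me1 peptide; complex incubated with compounds 30 min at room temperature; cefsulodin titration as control.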
GoLoco inh red: qHTS Assay for Inhibitors of RGS12 GoLoco Motif Activity (Red Fluorophore). Guanine nucleotide-binding protein G(i) subunit alpha-1 (Homo sapiens), P63096. Gai1:RGS12 GoLoco peptide FP, rhodamine, 10 min. 230,000 compounds, 0.44% hits. AID 880, 2007. Potency, µM (series often up to 61.6 µM), for the others: at the top dose activity, negative = inhibition, actives largely listed as inhibitors; active means well fitted inhibition curve with a large enough effect, not every such curve was filed as active; inactive means no such curve, though single readings can be large or run the other way; further: nearly all actives have a fitted effect of over 30% in size; many of its hits are not listed in these tables
Target sequence (P63096 whole entry, looked up): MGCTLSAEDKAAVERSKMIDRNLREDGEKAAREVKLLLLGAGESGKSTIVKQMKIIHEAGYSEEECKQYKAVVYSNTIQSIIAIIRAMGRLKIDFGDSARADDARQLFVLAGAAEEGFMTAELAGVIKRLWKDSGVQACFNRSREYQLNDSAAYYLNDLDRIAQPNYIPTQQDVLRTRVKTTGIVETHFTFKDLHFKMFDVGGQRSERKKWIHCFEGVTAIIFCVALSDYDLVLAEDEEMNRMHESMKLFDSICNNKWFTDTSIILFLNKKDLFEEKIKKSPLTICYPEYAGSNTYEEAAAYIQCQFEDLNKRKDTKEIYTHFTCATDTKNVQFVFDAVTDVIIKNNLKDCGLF
Tau fibril FP: qHTS for Inhibitors of Tau Fibril Formation, Fluorescence Polarization; Microtubule-associated protein tau (Homo sapiens), P10636; K18 P301L tau heparin fibrillization, Alexa594 FP, 6 h; Potency, µM (top dose mostly 57.7 µM), for inactives: top-dose activity, negative = inhibition, hits mostly inhibitors; 280,000 compounds, 0.39% hits; further: nearly all actives have a fitted effect of over 55% in size
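Read-out: fluorescence polarization of Alexa 594-labeled tau (0.24 uM), 555 nm excitation, 632 nm emission. Mixtures held 15 uM unlabeled K18 P301L, compound and 20 uM heparin, pH 7 acetate buffer, incubated 6 hr at 37 C.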
TRb SRC2 PPI: qHTS for Inhibitors of the Interaction of Thyroid Hormone Receptor and Steroid Receptor Coregulator 2; Thyroid hormone receptor beta (Homo sapiens), P10828; TRbeta-SRC2 peptide binding, fluorescence polarization; receptor liganded with 1 µM T3; Potency, µM (highest dose often 106 µM), for the others: at the top dose activity change, negative = inhibition, hits mostly inhibitors; 280,000 compounds, 0.065% hits;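 further: plate controls were bound peptide for no effect and peptide without receptor for full effect; nearly all actives have a fitted effect of over 50% in size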
Target sequence (P10828 whole entry, looked up): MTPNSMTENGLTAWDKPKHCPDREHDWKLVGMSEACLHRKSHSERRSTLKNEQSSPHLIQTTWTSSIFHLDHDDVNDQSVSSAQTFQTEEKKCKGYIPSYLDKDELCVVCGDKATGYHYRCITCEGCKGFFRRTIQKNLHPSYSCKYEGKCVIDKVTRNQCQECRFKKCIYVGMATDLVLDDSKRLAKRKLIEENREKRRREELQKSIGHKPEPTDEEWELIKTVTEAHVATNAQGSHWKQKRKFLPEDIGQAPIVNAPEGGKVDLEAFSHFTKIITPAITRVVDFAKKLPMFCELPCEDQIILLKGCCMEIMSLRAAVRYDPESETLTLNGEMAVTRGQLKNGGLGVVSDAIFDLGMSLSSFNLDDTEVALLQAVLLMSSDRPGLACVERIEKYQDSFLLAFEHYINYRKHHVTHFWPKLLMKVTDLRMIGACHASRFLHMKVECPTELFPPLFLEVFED
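Quantitative HTS by FP: 0.6 uM TRb LBD, 20 nM labeled SRC2 20-mer, 1 uM T3, 5% DMSO; 5 hr ambient incubation; % activity per concentration and potencies from concentration series.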
An asterisk follows results filed as active; i = inactive; ? = inconclusive; . = not tested or not shown; & = joins results of further samples; [ ] = remark or other dose. Unless noted, the call rests on the fitted dose curve; in most records, active means well fitted curve in the direction sought with a large enough effect; inconclusive means small, poorly fitted or top-dose-only effect, or another doubt; inactive means no such curve, though single readings can be large; an effect the other way counts as inactive or inconclusive. Unless noted, on the % scale 0 is the no-effect control and ±100 the full control effect; potency means the concentration at half of the fitted maximal effect.

Start of the data: the first 2 records, ahead of the listing:
SMILES	JMJD2E inh	TR SRC2 fluor cs	Tau ThT inhib	RECQ1 helicase	L3MBTL1 inh	GoLoco inh red	Tau fibril FP	TRb SRC2 PPI
CC(C)(C)c1ccc(S(=O)(=O)N2CCN(c3ncccn3)CC2)cc1	-6%	-1%	10%	i	2%	4%	0%	-1%
COc1cccc(CNc2ccc(N3CCCCC3)cc2)c1OC	11µM*	4%	14µM*	-6%	20µM*	-25%	?	-25%

Results (from the top)
SMILES	JMJD2E inh	TR SRC2 fluor cs	Tau ThT inhib	RECQ1 helicase	L3MBTL1 inh	GoLoco inh red	Tau fibril FP	TRb SRC2 PPI
CC(C)(C)c1ccc(S(=O)(=O)N2CCN(c3ncccn3)CC2)cc1	-6%	-1%	10%	i	2%	4%	0%	-1%
COc1cccc(CNc2ccc(N3CCCCC3)cc2)c1OC	11µM*	4%	14µM*	-6%	20µM*	-25%	?	-25%
Cc1ccc(-c2noc(CN(C3CCCCC3)S(=O)(=O)c3ccc(Cl)cc3)n2)cc1	.	1%	?	.	.	.	-10%	-1%
COC(=O)N/N=C/c1cc(C)n(-c2cccc3ccccc23)c1C	?	0%	?	-5%	-13%	7%	6%	0%
Cc1sc(NC(=O)Nc2ccccc2)c(C(N)=O)c1C	-8%	-1%	?	i	-4%	3%	6%	5%
CCS(=O)(=O)Nc1cccc(C2=NN(S(C)(=O)=O)C(c3ccccc3)C2)c1 (stereo not given)	-7%	0%	-7%	-16%	.	22%	7%	1%
CCN(CC)S(=O)(=O)c1ccc(Br)c(OC)c1	5%	3%	7%	-3%	7%	-5%	-1%	4%
COc1cc(C(=O)N2CCN(c3cc(Cl)ccc3Cl)CC2)cc(OC)c1OC	3%	-3%	-8%	0%	14%	-1%	12%	5%
O=C(CSc1nnc(-c2cccc(S(=O)(=O)N3CCCC3)c2)n1-c1ccccc1)Nc1cccc(C(=O)O)c1	-2%	5%	2%	i	.	6%	1%	-1%
CC(C)/C=C1\CC/C(=C\c2ccc(N(C)C)cc2)C1=O	12%	6%	2µM*	-10%	?	269%[activator]	19%	0%
O=C(NCCCN1CCOCC1)c1ccc(Sc2ccc(F)cc2)c([N+](=O)[O-])c1	4%	-1%	1%	1%	5%	9%	-1%	-3%
C/C(CCC(=O)OC[C@@H]1O[C@H](C#Cc2ccccc2)C=C[C@@H]1Oc1ccc(C)cc1)=N/OC[C@@H](C)[C@H](OCc1ccccc1)C(C)C	.	-1%[11.2 µM]	-9%[11.5 µM]	7%[11.5 µM]	.	.	4%[11.6 µM]	6%[11.2 µM]
COc1ccc(CCNC(=O)c2ccc3nc(-c4ccco4)c(-c4ccco4)nc3c2)cc1OC	13µM*	11µM*[quencher]	6.3µM*	16µM*	?	27%	?	?
O=C(Oc1c(CN2CCOCC2)cc(Cl)c2cccnc12)c1ccc(F)cc1	2%	-1%	7%	3%	?	-15%	3%	12%
COc1cc(NC(=O)c2cccc([N+](=O)[O-])c2)ccc1NC(=O)c1ccco1	-5%	-3%	?	-14%	.	3%	?	-5%
CCNc1nc(-c2cc(C)n(Cc3ccco3)c2C)cs1	5%	6%	?	-15%	.	89%[activator]	-1%	1%
O=C(NCCc1csc2nc(-c3ccccc3F)nn12)c1ccccc1C(F)(F)F	.	-2%	-3%	.	.	.	-4%	4%
Cc1ccc(C2/C(=C(/O)c3ccc(OC(C)C)cc3)C(=O)C(=O)N2CCN2CCOCC2)cc1 (stereo not given)	-30%	0%	0%	-23%	1%	3%	5%	-14%
COc1ccc(-c2[nH]c3ccccc3c2SCCNC(=O)c2cc3ccccc3oc2=O)cc1	-12%	-2%	?	-9%	-6%	6%	14%	-2%
O=C(Nc1ccc(N2CCN(C(=O)c3ccc(Cl)cc3)CC2)cc1)c1ccc([N+](=O)[O-])o1	1%	-2%	13µM*	i	-7%	8%	4%	-3%
COc1cccc2sc(N(CCCN(C)C)C(=O)c3sc4ccccc4c3Cl)nc12	1%	-3%	3%	-16%	-6%	1%	2%	0%
Cc1ccc(CNC(=O)c2nc(SCc3cccc(C)c3)ncc2Cl)cc1	.	0%	9%	.	.	.	-8%	-4%
Cc1ccc(SCc2nc(-c3ccccn3)no2)cc1	4%	-1%	-7%	?	.	10%	0%	-8%
O=C(NNc1ncccc1Cl)c1c(Cl)cccc1Cl	2%	-4%	0%	i	17%	5%	-3%	-5%
CCN(CC)C(=O)CSc1nc(N)c2c3c(sc2n1)CC(C)CC3 (stereo not given)	-3%	-1%	?	-15%	.	13%	4%	2%
CCc1ccc(CN(C)C(=O)CCc2nnc(Cc3cccc(C)c3)o2)nc1	7%	-2%	-8%	-15%	7%	3%	-2%	5%
CCC(C(=O)NCc1cc(OC)ccc1OC)n1nc(C)c2sc3ccccc3c2c1=O (stereo not given)	.	-3%	0%	.	.	.	-4%	2%
CCn1c2ccccc2c2cc(NC(=O)COc3cc(C)c(Cl)c(C)c3)ccc21	.	-3%	?	.	.	.	-4%	-1%
CC(O)c1c(OCc2ccccc2)ncnc1OCc1ccccc1 (stereo not given)	2%	-1%	-10%	-24%	-10%[11.4 µM]	-11%	5%	-14%
CCOc1ccccc1CNC(=O)C1CCN(c2nn3cc(-c4ccc(F)cc4)nc3s2)CC1	.	?	?	.	.	.	3%	-8%
COc1ccccc1NC1=C(Cl)C(=O)N(C2CCCCC2)C1=O	4%	-4%	?	-5%	-21%	.	-9%	2%
CCOc1ccc(N2CC(O)(c3cccs3)[N+]3=C2CCCC3)cc1 (stereo not given)	-4%	-1%	-5%	i	.	-5%	0%	4%
Cc1ccc(OCC(=O)NCc2ccc3c(c2)OCO3)c([N+](=O)[O-])n1	11%	1%	3%	0%	15%	-3%	1%	-3%
COc1ccc(-c2nnc(NC(=O)C3CC3)o2)cc1	-1%	-1%	4%	i	.	-3%	-1%	1%
Cc1nc2nc[nH]n2c(=O)c1NS(=O)(=O)c1ccc(C(C)(C)C)cc1	3%	0%	-3%	i	.	7%	0%	2%
CSc1nc2ccc(S(=O)(=O)N3CCCC3)cc2s1	0%	0%	-5%	i	.	-5%	-5%	6%
Cc1ccc(CN2CCN(C(=O)c3ccco3)CC2)cc1	13%	-1%	1%	0%	9%[11.4 µM]	-5%	2%	-2%
COc1ccc(-c2nnn(-c3ccc(Cl)cc3Cl)c2N)cc1	3%	-2%	-8%	-6%	-3%	2%	1%	9%
O=C1C(Nc2ccccc2)=CC(=O)c2ncccc21	.	-9%&-5%	14µM*	-9%&-16%	.	0%	?	4%&-6%
CCOC(=O)CSc1nnc(Cc2cc(=O)[nH]c(=O)[nH]2)n1-c1cccc(OC)c1	1%	1%	14%	-9%	43%[activator]	-10%	-4%	-14%
CC(Sc1nc(-c2ccccc2)cc(C(F)(F)F)n1)C(=O)Nc1sc2c(c1C(N)=O)CCC2 (stereo not given)	2%	-2%	5%	-4%	6%	9%	-12%	9%
Cc1ccc2c(c1)N(Cc1ccccn1)C(=O)C(C)O2 (stereo not given)	6%	-1%	-2%	-7%	3%	.	1%	-9%
CCC(C)n1cnc2c(c1=O)c1nc3ccccc3nc1n2Cc1ccccc1OC (stereo not given)	-11%	1%	-2%	-2%	5%	7%	-10%	-2%
CCc1c(C)nc(SCC(=O)Nc2c(C)n(C)n(-c3ccccc3)c2=O)[nH]c1=O	1%	1%	3%	3%	-17%	-19%	-1%	-3%
COc1ccc(NC(=O)CSc2nc3ccccc3n2-c2ccccc2)c([N+](=O)[O-])c1	-2%	-3%	11%	-14%	-5%	5%	7%	-6%
O=C(NCCCN1CCCC1=O)c1cccc(C(F)(F)F)c1	12%	-2%	-4%	2%	.	4%	0%	-2%

A second format for seven compounds above.
Molecule | JMJD2E inh | TR SRC2 fluor cs | Tau ThT inhib | RECQ1 helicase | L3MBTL1 inh | GoLoco inh red | Tau fibril FP | TRb SRC2 PPI
Cc1ccc(SCc2nc(-c3ccccn3)no2)cc1 | 4% | -1% | -7% | ? | . | 10% | 0% | -8%
O=C(NNc1ncccc1Cl)c1c(Cl)cccc1Cl | 2% | -4% | 0% | i | 17% | 5% | -3% | -5%
CCN(CC)C(=O)CSc1nc(N)c2c3c(sc2n1)CC(C)CC3 (stereo not given) | -3% | -1% | ? | -15% | . | 13% | 4% | 2%
CCc1ccc(CN(C)C(=O)CCc2nnc(Cc3cccc(C)c3)o2)nc1 | 7% | -2% | -8% | -15% | 7% | 3% | -2% | 5%
CCC(C(=O)NCc1cc(OC)ccc1OC)n1nc(C)c2sc3ccccc3c2c1=O (stereo not given) | . | -3% | 0% | . | . | . | -4% | 2%
CCn1c2ccccc2c2cc(NC(=O)COc3cc(C)c(Cl)c(C)c3)ccc21 | . | -3% | ? | . | . | . | -4% | -1%
CC(O)c1c(OCc2ccccc2)ncnc1OCc1ccccc1 (stereo not given) | 2% | -1% | -10% | -24% | -10%[11.4 µM] | -11% | 5% | -14%

This is a subset; rates above refer to the full screens.
